PRMT1 FP inh: PRMT1 methyltransferase inhibitors, primary screen, biochemical, fluorescence polarization. actives 1.3% (n = 370,000). inhibition, % at 2.79 µM. recombinant PRMT1, activity-based probe fluorescence polarization. AID 652257, 2013;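 active = inhibition above about 21% made by adding two undisclosed values, limit read from the data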
MBD2 inh: inhibitors of MBD2 binding to methylated DNA, primary screen, biochemical, TR-FRET, DNA-binding domain, human. Methyl-CpG-binding domain protein 2 (Homo sapiens), Q9UBB5. MBD2 binding to methylated oligonucleotide. inhibition, % at 4.4 µM. actives 0.31% (n = 370,000); in the data active = inhibition above about 13%
rCAG RNA binder: binders of r(CAG) RNA repeats, primary screen, biochemical, fluorescence | r(CAG) RNA repeat, TO-PRO-1 dye displacement fluorescence | inhibition, % at 3 µM | actives 1.3% (n = 370,000) | AID 651821, 2012;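 active = inhibition above the plate cutoff, the mean of all test compounds on that plate plus 3 SD, cut at about 35% in these data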;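 note: 0% = DMSO alone and 100% = 100 µM mitoxantrone as full dye displacement; higher means more dye released from RNA so lower well fluorescence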
PG9 Ab binder: binders of HIV-1 gp120 antibody PG9, primary screen, biochemical, TR-FRET; HIV-1 gp120 / PG9 antibody interaction; TR-FRET gp120-PG9 antibody binding; inhibition, % at 6.7 µM; actives 0.43% (n = 360,000); in the data active = inhibition above about 8.5%
LEDGF integ inh: blockers of LEDGF/p75-dependent integrase strand transfer – biochemical, TR-FRET, high throughput, primary screen; HIV-1 integrase (with human LEDGF/p75); TR-FRET IN-LEDGF/p75 DNA integration, Eu/Cy5; inhibition, % at 3.7 µM; actives 0.64% (n = 370,000); AID 743269, 2014;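 active = inhibition above the screen-wide mean plus 3 SD, cut at about 13% in these data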;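 note: signal is the Cy5 over europium emission ratio at 671 and 618 nm; 0% = plate median of compound wells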
ABHD4 inh: ABHD4 inhibitors, primary screen, biochemical, fluorescence polarization, mouse. purified mABHD4, FP-Rh probe fluorescence polarization. inhibition, % at 8.92 µM. actives 0.54% (n = 370,000). AID 720543, 2013;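 active = inhibition exceeding the mean over every tested compound plus 3 SD, cut at about 30% in these data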;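 note: 0% = plate median of compound wells and 100% = S159A mutant with DMSO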
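Test system: mABHD4 protein; Read-out basis: % inhibition; Incubation: 45 min + 60 min at 25 °C; Repeats: single replicate; Technique: fluorescence polarization with parallel and perpendicular emission, 525/598 nm; Compound: 8.92 µM, single dose; Benchmarks: full inhibition S159A mutant plus DMSO, zero as sample-well median.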
HTRA1 inhibitor: HTRA1 serine protease inhibitors, primary screen, biochemical, fluorescence polarization, HTS | Q92743 | actives 0.5% (n = 340,000) | inhibition, % at 5.96 µM | recombinant HTRA1, FP-rhodamine activity-based probe | AID 504803, 2011; in the data active = inhibition above about 36%;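 note: 0% = enzyme with DMSO and 100% = wells lacking enzyme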
UHRF1 binding: UHRF1 methylated DNA binding inhibitors, primary screen, counter-screen for MBD2 inhibitor project, biochemical, TR-FRET, human UHRF1, single concentration. inhibition, % at 4.4 µM. UHRF1 binding to methylated oligo. E3 ubiquitin-protein ligase UHRF1 (Homo sapiens), Q96T88. actives 0.75% (n = 370,000); in the data active = inhibition above about 21%;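 note: UHRF1 SRA domain binding a hemimethylated CpG hairpin DNA probe; 0% = median of test compound wells and 100% = reference inhibitor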
TCR CD3 inh: inhibitors of human TCR-CD3 interaction, primary screen, biochemical, fluorescence, TAMRA-labeled TCR probe. T-cell receptor (TCR). inhibition, % at 9.4 µM. actives 0.37% (n = 360,000); in the data active = inhibition above about 19%;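 note: recombinant mutant TCR 2C K166C tagged with TAMRA read by polarization; 0% = receptor in buffer alone and 100% = receptor with positive control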
Rev-erbA mod: modulators of Rev-erb alpha DNA binding, primary screen, biochemical, FITC-DNA, fluorescence polarization, uHTS | Rev-erbα–FITC-DNA binding, 90 min | activity, % at 10 µM | Nuclear receptor subfamily 1 group D member 1 (Homo sapiens), P20393 | actives 0.79% (n = 370,000) | AID 1259318, 2017;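 active = activity above about 14%, limit read from the data; passing the limit was not always enough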;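 note: 0% = DMSO wells with 35 nM protein and 100% = DMSO wells with 750 nM protein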
Target sequence (P20393 whole entry, looked up): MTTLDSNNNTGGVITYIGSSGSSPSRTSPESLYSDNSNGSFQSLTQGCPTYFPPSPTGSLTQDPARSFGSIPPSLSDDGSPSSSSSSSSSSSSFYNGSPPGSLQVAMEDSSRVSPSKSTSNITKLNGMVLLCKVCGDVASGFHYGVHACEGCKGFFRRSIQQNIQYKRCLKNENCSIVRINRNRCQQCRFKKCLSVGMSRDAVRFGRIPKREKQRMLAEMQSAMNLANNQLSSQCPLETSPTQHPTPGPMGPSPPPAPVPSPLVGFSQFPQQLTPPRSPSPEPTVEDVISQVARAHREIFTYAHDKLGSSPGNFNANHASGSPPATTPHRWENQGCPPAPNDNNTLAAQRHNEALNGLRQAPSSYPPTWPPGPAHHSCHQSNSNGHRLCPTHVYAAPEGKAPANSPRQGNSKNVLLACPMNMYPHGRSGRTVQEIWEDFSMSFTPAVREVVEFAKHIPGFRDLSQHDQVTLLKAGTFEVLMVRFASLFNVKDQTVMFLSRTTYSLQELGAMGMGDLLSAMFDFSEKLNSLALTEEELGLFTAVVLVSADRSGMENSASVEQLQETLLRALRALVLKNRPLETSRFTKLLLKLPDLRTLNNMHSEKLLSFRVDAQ
Numbers without * were called inactive; x = no result given; & = joins results of further samples. An excerpt, so the mix of outcomes need not match the whole.

smiles,PRMT1 FP inh,MBD2 inh,rCAG RNA binder,PG9 Ab binder,LEDGF integ inh,ABHD4 inh,HTRA1 inhibitor,UHRF1 binding,TCR CD3 inh,Rev-erbA mod
CC1c2nc3ccccc3n2C(CC(=O)NCCCN2CCOCC2)C(=O)N1Cc1ccccc1 (stereo unspecified),-1,3,0,-0.5,2,-7,3,1,-2,7
COc1ccccc1CNC(=O)Cn1cnnn1,5,6,1,1.3,0,-7,2,6,-14,-5
CC(Cl)C(=O)c1c[nH]c2ccccc12 (stereo unspecified),3,-2,0,2.1,0,7,1,0,0,1
Cc1ccc(OCC(O)CN2CCN(Cc3ccc4c(c3)OCO4)CC2)c(C)c1 (stereo unspecified),-1&-3,-2&2,-2&-11,-1.7&1.4,1&3,7&-4,1&2,-1&-1,-1&3,-1&-2
COc1ccc(-c2oc3ncnc(N)c3c2-c2ccccc2)cc1,2,3,8,-0.2,-3,-2,2,4,-9,2
C=CCN1C(=O)C(Cc2cccc(Cl)c2)SC1=Nc1ccc(C(=O)O)cc1 (stereo unspecified),6,-3,10,-2.8,-2,-2,-6,0,-3,11
CC(CCc1ccco1)NC(=O)CCc1nnc2ccc(NCc3ccccc3)nn12 (stereo unspecified),5,4,-3,0.0,-1,1,-4,19,1,0
CCc1cccc2c(=O)c(C(=O)N3CCCCCC3)c[nH]c12,0,2,-1,-0.7,-2,12,3,-2,-3,-4
CCN(C(=O)CN1CCN(c2ccccc2)CC1)c1c(N)n(Cc2ccccc2)c(=O)[nH]c1=O,-4,-3,-2,-0.7,2,-2,-6,1,4,3
COc1cc(NC(=O)c2csc3c2CCCC3)ncn1,0,-1,3,-2.5,1,2,-7,6,3,-3
COc1ccc(NC(=O)/C=C/C(=O)O)cc1Cl,11,6,1,0.6,-2,2,2,6,-6,2
CC(=O)Nc1ccc(S(=O)(=O)Nc2nc3ccccc3nc2Nc2ccccc2)cc1,-1,3,47*,-2.9,4,0,0,0,-3,-1
COC(=O)c1ccccc1NC(=O)NN1CCN(C)CC1,-3,-5,-1,-0.3,0,-10,-1,-3,7,0
CCC(C)NC(=O)CN1c2cccc3cccc(c23)S1(=O)=O (stereo unspecified),-1,-7,-4,-0.4,2,8,-9,-3,7,1
Cc1ccc(-c2cc(C(=O)Nc3ccc(S(=O)(=O)Nc4onc(C)c4C)cc3)c3ccccc3n2)cc1,0,1,87*,-4.5,4,-15,-56,-3,3,-4
CCCn1c(NC(=O)c2ccco2)nc2ccccc21,1,1,-3,-0.5,4,5,-10,-2,1,1
CC1=NN(c2ccccc2)C(=O)/C1=C\C=C\c1ccccc1,0,0,3,-3.4,2,20,x,-7,2,-4
CCOC(=O)NC(=O)CSc1ccc(S(=O)(=O)N2CCCCC2)cn1,-2,3,0,-1.5,2,2,3,1,2,0
CCN1CCN(C(C)C(=O)Nc2c(C)n(C)n(-c3ccccc3)c2=O)CC1 (stereo unspecified),-3,-3,-1,-0.6,3,12,2,1,3,-4
COc1ccc(-c2csc3ncnc(N4CCN(c5ccccc5Cl)CC4)c23)cc1,5,-1,2,-0.2,-1,5,-27,-1,-1,5
Cc1ccc(CN2CCC(Oc3cccc(C(=O)NCc4cccnc4)c3)CC2)o1,0,-4,-2,0.0,6,-8,2,-1,2,8
CN1CCN(C(=O)C2=C[C@@H](C3CCCCC3)C[C@@H](OCc3ccc(CO)cc3)O2)CC1,-2,1,-8,-0.1,2,2,1,1,2,-2
O=c1oc2ccccc2n1Cc1ccccc1Cl,3,4,1,1.9,0,-2,0,3,-1,-3
Cc1ccc(NC(=O)C2CCCCC2C(=O)O)cc1C (stereo unspecified),1,6,-2,1.6,4,3,8,-1,0,1
S=C(NCc1cccc(Cl)c1)NCc1ccco1,9,-4,6,-0.1,-3,3,-13,2,-6,5
O=C(NCCCCc1ccccc1)c1cccc(NC(=O)C2CCC2)c1,-3,0,1,0.5,2,-3,-14,0,-5,3
COc1cc2c(cc1OC)C(c1ccc(O)cc1)NCC2 (stereo unspecified),-3,-6,2,-0.4,9,-6,-10,0,-1,-4
CCCCNC(=O)C1(C)CCCCN1C(=O)c1cc(C)n(C(C)(C)C)n1 (stereo unspecified),2,-4,0,1.4,-2,25,x,-2,3,10
COC(=O)COc1ccc(S(=O)(=O)N2CCN(c3ccccc3F)CC2)cc1C,1,-3,-2,-3.2,0,5,-4,0,4,1
CCN(CC)S(=O)(=O)c1cccc(NC2=NCC(C)S2)c1 (stereo unspecified),-5,-8,-2,-0.3,6,-7,12,2,3,-3
CC(C)C(OC(=O)c1cccs1)C(=O)NCc1cccs1 (stereo unspecified),-3,-5,-4,-1.0,-1,0,-3,-2,5,-1
Cc1cc2cc(CNC(=O)C3CC3)ccc2n1C,8,-7,4,0.6,1,8,10,-4,-6,-2
O=C(NCc1ccccc1)NC1(C(=O)N2CCN(c3ccccc3)CC2)CCCCC1,-1,3,-4,1.1,-3,6,-2,-2,9,-5
CCCCn1c(=O)c2c(O)cc(=O)oc2c2ccccc21,0,6,2,-1.4,-1,-1,-2,-2,7,-5
CCc1cccc(NS(=O)(=O)c2ccc3c(c2)CCC(=O)N3)c1,2,-2,-3,0.4,-5,-4,-8,1,-2,4
O=C(NCc1cccc(C(F)(F)F)c1)c1ccc2c(c1)OCO2,0,4,-6,-0.4,-3,1,2,2,-3,0
COCCNC(=S)N/N=C(\C)c1ccccc1F,-5,1,-4,-1.0,0,-3,-5,-1,8,-1
O=C(Nc1nc2ccccc2s1)c1ccc(N2CCCCC2)c([N+](=O)[O-])c1,1,3,24,-1.4,0,1,-45,1,-5,0
CCCCCCCCCc1conc1C(=O)/C=C/c1ccco1,4,2,30,-1.3,2,11,x,4,-9,-3
Cc1ccc2oc(=O)n(CC(=O)OC(C)C)c2c1,-1,3,-1,-0.7,1,7,-2,-1,0,-2
Cc1ccc2c(CC(=O)NC3CCS(=O)(=O)C3)coc2c1C (stereo unspecified),-1,-2,1,0.7,0,6,6,2,3,-8
Cn1nnnc1SCc1nc2ccccc2[nH]1,0,4,2,0.3,1,-3,4,0,-4,1
O=C(NNS(=O)(=O)c1ccc(F)cc1F)c1csc(-c2cccnc2)n1,-1,-8,0,1.4,0,5,0,-1,1,-7
COc1cccc(OC)c1C(=O)NCCc1ccccc1,10,2,-2,-0.4,-5,-7,-3,8,1,-1
COc1cccc(/C=N/NC(=O)C(=O)N/N=C/c2cccc(OC)c2O)c1O,6,-4,2,-0.5,1,14,x,-2,21*,-13
CCN(CC)S(=O)(=O)c1ccc(C(=O)NCC2(N3CCOCC3)CCCCC2)cc1,0,-4,-1,-0.3,-1,4,1,0,5,5
COC(=O)C[C@@H]1C[C@@H]2c3cc(NC(=O)Cc4ccncc4)ccc3O[C@@H]2[C@@H](CO)O1,5,0,9,-1.2,-2,7,1,2,-2,4
CCN(CC)CCNC(=O)Cc1nn(CC)c(=O)c2ccccc12,-5,-3,-2,-0.9,5,4,1,1,0,-6
O=C(Nc1nc2ccc(F)cc2s1)C1CC(=O)N(c2ccc3c(c2)OCCO3)C1 (stereo unspecified),-3,1,13,0.7,3,-4,-12,0,-2,-2
COc1ccc(-n2nc(C(=O)N3CCN(c4ccc(F)cc4)CC3)c3ccccc3c2=O)c(OC)c1,0,-2,-5,-2.2,2,-1,-6,5,6,-8

Following part:
smiles,PRMT1 FP inh,MBD2 inh,rCAG RNA binder,PG9 Ab binder,LEDGF integ inh,ABHD4 inh,HTRA1 inhibitor,UHRF1 binding,TCR CD3 inh,Rev-erbA mod
O=C(Cc1coc2cc3c(cc12)CCC3)OCC(=O)N1CCCC1=O,2,2,-1,0.9,-2,-7,1,5,5,0
O=C(CSc1nnc(-c2cccnc2)n1Cc1ccco1)c1ccc(Br)cc1,4,3,-3,1.1,-1,2,-5,2,-6,-3
CCOC(=O)N1CCN(C(=O)c2ccc(Oc3ccc([N+](=O)[O-])cc3)cc2)CC1,5,2,-7,-0.7,-2,6,4,0,-3,-3
CC(OC(=O)C1CC(=O)N(Cc2ccccc2)C1)C(=O)Nc1ccccc1[N+](=O)[O-] (stereo unspecified),-4,4,-7,-0.4,3,1,1,-2,8,1
CCc1cc(-c2n[nH]c(=S)n2Cc2ccccc2)cs1,7,0,5,-0.4,4,2,-1,0,8,0

Screening results: PubChem, several laboratories
